Screening data (PubChem)
VEEV TC-83 Vero: inhibitors of VEEV TC-83 cytopathic effect, confirmation, Vero cells (AID 588727) | inhibition, % at 20 µM; hits with a dose series show IC50 in µM | 350,000 compounds, 0.13% hits | Vero cells, VEEV TC-83 cytopathic effect inhibition; higher % means a stronger effect; in the data active = a potency from the dose series; inconclusive = inhibition mostly from about 14% at the one dose, without a potency; inactive = the rest, 99 in 100 with inhibition below about 12%; note: strong numbers were not always called active
tuberculosis growth: growth inhibition of non-replicating M. tuberculosis (AID 488890). 320,000 compounds, 0.39% hits. Mycobacterium tuberculosis non-replicating, growth inhibition; higher % means a stronger effect. inhibition, % at 25 µM; hits with a dose series show IC50 in µM; in the data active = a potency from the dose series; inconclusive = inhibition mostly from about 82% at the one dose, without a potency; inactive = the rest, 99 in 100 with inhibition below about 76%;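 note: plate controls were DMSO cells for no effect and high antibiotic wells for full effect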
M. tuberculosis HTS: M. tuberculosis growth inhibition, HTS (AID 449762) | M. tuberculosis H37Rv growth inhibition, 7H9 media; higher % means a stronger effect | one-dose inhibition, % at 25 µM; IC50 in µM for titrated hits | 330,000 compounds, 0.59% hits; in the data active = a potency from the dose series; inconclusive = inhibition above about 70% without an active follow-up result;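 note: bacterial growth assessed after seven days of incubation; strong numbers were not always called active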
influenza NS1A: NS1A inhibition, H1N1 influenza, cell based functional assay (AID 504329). 340,000 compounds, 0.3% hits. one-dose inhibition, % at 12.5 µM; IC50 in µM for titrated hits. NS1A functional cell-based assay, percent inhibition; higher % means a stronger effect; in the data active = a potency from the dose series; inconclusive = inhibition above about 27% without an active follow-up result; note: strong numbers were not always called active
PhoP GFP inhibition: PhoP regulon inhibitors, Salmonella typhi PhoP promoter GFP reporter, confirmatory (AID 1850). Salmonella Typhi PhoP-promoter GFP reporter, fluorescence, 4 h; higher % means a stronger effect. one-dose inhibition, % at 50 µM; IC50 in µM for titrated hits. 310,000 compounds, 0.33% hits; in the data active = a potency from the dose series; inconclusive = inhibition mostly from about 25% at the one dose, without a potency; inactive = the rest, 99 in 100 with inhibition below about 19%;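 note: 0% = induced wells with vehicle and 100% = uninduced wells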
VEEV TC-83 Vero 10K pilot screen: second read-out of VEEV TC-83 Vero, no call of its own (marks repeat the call); inhibition, %; measured here: 10K pilot screen inhibition
Active calls of the source: *; i = inactive; u = inconclusive; x = no result given.

SMILES	VEEV TC-83 Vero	tuberculosis growth	M. tuberculosis HTS	influenza NS1A	PhoP GFP inhibition	others
CCOC(=O)c1c(NC(=O)CCl)sc(C(=O)N(CC)CC)c1C	10%	u	u	3%	-6%
CC(C)C(NS(=O)(=O)c1cccc2nsnc12)C(=O)Nc1nccs1 (configuration not stated)	1.4%	4%	0%	-6%	-2%
COc1ccc(-c2nnc(N)s2)cc1	2.9%	8%	13%	-9%	0%
CCc1nnc(NC(=O)CCc2nc(C3=CCN(C)CC3)no2)s1	1.3%	-7%	-6%	4%	7%
Cc1ccc2c(c1)CCCN2C(=O)c1ccc2c(c1)OCO2	i	27%	7%	5%	3%
COc1ccccc1OCc1ccc(C(=O)NN)o1	3.4%	-6%	3%	-3%	-5%
CC(C)(C)OC(=O)C(Cc1ccc(OC(C)(C)C)cc1)NC(=O)CNC(=O)CNC(=O)OCc1ccccc1 (configuration not stated)	i	10%	-4%	12%	-2%
Cc1ccc(C(=O)CN(CCCC(N)=O)C(=O)c2ccncc2)cc1	0.1%	-10%	6%	-4%	-8%
Cn1nnnc1SCC(=O)N1CCN(c2cccc(Cl)c2)CC1	3.0%	30%	4%	0%	-4%
C=C(C)Cn1c(CCNC(=O)CCC)nc2ccccc21	6.7%	-3%	x	-7%	-2%
C#CCSc1nnc(-c2cccc3ccccc23)o1	5.5%	3.5µM*	u	-21%	0%
Cc1ccc(-c2[nH]nc3c2C(C)C(C#N)=C(N)O3)cc1 (configuration not stated)	i	17%	-8%	-6%	-9%
COc1ccc(Br)cc1C(=O)Nc1cccc(-c2nnc(-c3ccco3)o2)c1	u	28%	3%	-3%	0%
COc1ccc(NC(=O)c2cc(S(=O)(=O)N3CCCC3)c[nH]2)cc1	1.0%	-6%	-4%	-5%	x
COc1cc2c(cc1OC)CN(C(=O)c1ccc(OC)c(S(=O)(=O)N3CCOCC3)c1)CC2	1.9%	16%	5%	6%	-12%	VEEV TC-83 Vero 10K pilot screen=6.2
c1ccc(CCc2nc(-c3ccncc3)no2)cc1	i	9%	-5%	0%	3%
Cc1cccc2cc(C#N)c(SCC(=O)N3CC(=O)Nc4ccccc43)nc12	5.5%	-9%	7%	0%	14%
COc1cccc(C(=O)OCC(=O)NCC2CCCO2)c1 (configuration not stated)	0.2%	-6%	-1%	1%	x
COc1ccccc1-c1noc2ncnc(Nc3ccccc3C)c12	0.9%	16%	13%	-4%	1%
O=C(c1ccc(O)cc1)c1ccc(O)cc1O	1.0%	-6%	-7%	-14%	-5%
Cc1cccc(Cn2c(SCCO)nc3c2c(=O)n(C)c(=O)n3C)c1	8.5%	2%	-4%	-22%	1%
O=C1N(c2nncs2)CCN1[N+](=O)[O-]	i	67%	-11%	-11%	-3%
COc1ccc(O)c(-c2cc(C(F)(F)C(F)F)nc(-c3ccccc3)n2)c1	0.6%	u	-7%	3%	-4%	VEEV TC-83 Vero 10K pilot screen=0.0
CCn1cc(/C=c2/sc3n(c2=O)C2c4ccccc4OC(C)(N=3)C2C(=O)OC)c(C)n1 (configuration not stated)	4.5%	28%	u	4%	10%
Cc1cc(OCC(=O)Nc2cc(S(=O)(=O)N3CCOCC3)ccc2N2CCCC2)ccc1C(C)C	0.4%	4%	0%	10%	6%
COc1cccc(-n2cnc3sc(C)cc3c2=O)c1	1.2%	4%	-3%	-10%	5%
CCC(C)(C)c1ccc(Oc2ccc(N)cc2)cc1	1.8%	x	x	12%	x
Cn1c(N)c(C(=O)COC(=O)c2ccc([N+](=O)[O-])o2)c(=O)n(C)c1=O	i	70%	2.8µM*	2%	15%
COc1ccc(-c2c[n+]3c(n2-c2c(C)n(C)n(-c4ccccc4)c2=O)CCCCC3)cc1	0.4%	12%	2%	0%	1%
O=C(c1ccc(Cl)cc1)N1CCN(C(=O)c2ccco2)CC1	i	-1%	0%	-2%	20%

Taken from the results shown for reference:
SMILES	VEEV TC-83 Vero	tuberculosis growth	M. tuberculosis HTS	influenza NS1A	PhoP GFP inhibition	others
Cc1cc(OCC(=O)Nc2cc(S(=O)(=O)N3CCOCC3)ccc2N2CCCC2)ccc1C(C)C	0.4%	4%	0%	10%	6%
COc1cccc(-n2cnc3sc(C)cc3c2=O)c1	1.2%	4%	-3%	-10%	5%
CCC(C)(C)c1ccc(Oc2ccc(N)cc2)cc1	1.8%	x	x	12%	x
Cn1c(N)c(C(=O)COC(=O)c2ccc([N+](=O)[O-])o2)c(=O)n(C)c1=O	i	70%	2.8µM*	2%	15%
COc1ccc(-c2c[n+]3c(n2-c2c(C)n(C)n(-c4ccccc4)c2=O)CCCCC3)cc1	0.4%	12%	2%	0%	1%
O=C(c1ccc(Cl)cc1)N1CCN(C(=O)c2ccco2)CC1	i	-1%	0%	-2%	20%

More structures:
SMILES	VEEV TC-83 Vero	tuberculosis growth	M. tuberculosis HTS	influenza NS1A	PhoP GFP inhibition	others
CNC(=S)N1CCN(c2cccc(OC)c2)CC1	1.1%	-2%	0%	10%	-6%
COc1ccc(C)cc1NC(=O)CSc1ccc(-c2cccnc2)nn1	1.3%	29%	-6%	-9%	-5%
CCc1nnc(NS(=O)(=O)c2ccc(N=Cc3c(C)[nH]n(-c4ccc(C)c(C)c4)c3=O)cc2)s1	i	69%	21%	5%	19%
CCCn1c(N)c(Sc2ccccc2[N+](=O)[O-])c(=O)n(CCC)c1=O	1.4%	8%	7%	3%	-16%
N#CCC(=O)Nc1ccc(C(=O)OCC(=O)Nc2ccccc2Sc2ccccc2)cc1	2.7%	-6%	-11%	x	-5%
CC(NC(=O)c1ccc(C#N)cc1)C1CC2CCC1C2 (configuration not stated)	i	77%	-3%	6%	-3%
CC(NC(=O)Cc1ccc(S(=O)(=O)N2CCOCC2)s1)c1ccc(Cl)c(Cl)c1 (configuration not stated)	7.2%	20%	2%	-4%	7%
Cc1ccc(/C=C/C(=O)O)cc1S(=O)(=O)N(C)CCO	i	-17%	-2%	-2%	2%
C(#Cc1ccccc1)Cn1nnc2ccccc21	0.4%	51%	1%	1%	10%
COc1ccc(NC(=O)C2=CC(c3ccc(OC)cc3)=NS(=O)(=O)N2C)cc1	0.6%	-6%	-7%	16%	0%
Cc1ccc(-c2c[n+](CC(=O)Nc3nc(-c4ccccc4)cs3)c3n2CCC3)cc1	i	79%	u	6%	22µM*
CCCCN(C)Cc1c(C)[nH]c2ccc(Cl)cc2c1=O	i	0%	1%	-7%	-7%
Cn1c(Cn2c(=O)sc3ccccc32)nnc1SCC(=O)NCCc1ccccc1	0.7%	7%	-15%	1%	-6%
O=C(O)CSC(C(=O)Nc1ccc(Br)cc1)c1ccccc1 (configuration not stated)	0.0%	-3%	-1%	-3%	-2%
Cc1ccc(NS(=O)(=O)c2ccc(NC(=O)c3ccccc3C(=O)O)cc2)c(C)c1	2.9%	-2%	2%	3%	6%
CCCCCC(=O)Nc1ccc(N2CCOCC2)c(S(=O)(=O)Nc2ccc(OC)cc2)c1	4.2%	5%	6%	-13%	9%
Cc1cc(NC(=O)c2cc(-c3cccs3)on2)nn1Cc1ccc(Cl)cc1	6.7%	-12%	5%	2%	-5%
Cc1nc2nc[nH]n2c(=O)c1CC(=O)O	0.6%	-11%	-2%	5%	-5%
CC(C)(C)c1cc(C(=O)NN)n(Cc2ccc(F)cc2)n1	3.1%	-15%	0%	-15%	5%
O=C(N=Nc1c(O)[nH]c2ccccc12)Nc1ccccc1	12%	x	x	11%	x
O=C(O)/C=C/C(=O)N(Cc1ccc2c(c1)OCO2)C1CC(=O)N(CCc2ccccc2)C1=O (configuration not stated)	0.3%	10%	-6%	-1%	-11%
CCN(C[C@H]1N[C@@](C)(C(=O)OC)[C@H]2C(=O)N(C)C(=O)[C@@H]12)C(=O)Nc1ccc(C)cc1	i	-5%	-7%	-7%	x
CCOC(=O)c1csc(NC(=O)c2ccccc2)n1	4.8%	x	-3%	26%	14%
CCCCCCC1CC(CCc2nc(=S)[nH][nH]2)C(=O)O1 (configuration not stated)	0.1%	61%	-1%	1%	-4%	VEEV TC-83 Vero 10K pilot screen=0.2
COC(=O)c1ccccc1S(=O)(=O)NC(=O)c1ccccc1	i	11%	12%	-3%	-9%
CCOc1ccc(-c2cc(NC(=O)c3c(F)cccc3F)c(C(=O)O)s2)cc1	2.5%	27%	15%	-24%	-14%
COc1ccc(N2C(=O)CC(N3CCC(c4nc5ccccc5[nH]4)CC3)C2=O)cc1 (configuration not stated)	1.4%	22%	-5%	-4%	-5%
Cc1ccc(NC(=O)c2cccc(OCc3c(C)noc3C)c2)cc1S(=O)(=O)Nc1ccccc1Cl	1.6%	22%	14%	3%	4%
Cc1oc2c(C)c3oc(=O)c(CCC(=O)NCCCN4CCCC4=O)c(C)c3cc2c1C	0.5%	4%	-12%	4%	5%
Cn1nccc1C(=O)Nc1ccn(C23CC4CC(CC(C4)C2)C3)n1	0.8%	28%	12%	-5%	5%
Cc1ccc(/C=C2\CCn3c2nc2cc(C(=O)O)ccc2c3=O)c(C)c1	3.4%	24%	7%	0%	9%
CCOP(=O)(OCC)c1cccc(O)c1	1.4%	5%	6%	-9%	0%
CCOc1ccc(NC(=O)CN(C)C(=O)c2ccccc2-n2cnnn2)cc1OCC	4.6%	17%	56%	7%	-4%
CCOc1ccc(N(CC(=O)N2CCc3ccccc32)S(=O)(=O)c2c(C)noc2C)cc1	1.1%	3%	6%	-2%	5%
CCSc1ccccc1C(=O)Nc1cccnc1	i	7%	5%	0%	2%
CCCCn1c(=O)n(C)c(=O)c2c3c(sc21)COC(C)(C)C3	i	-8%	2%	-3%	13%
Nc1nonc1C(=O)N/N=C/c1ccncc1	2.3%	-4%	-1%	-11%	7%
CCOC(=O)c1cn2nc(Oc3ccccc3)ccc2n1	i	10%	-2%	x	0%
O=C(NCc1ccc2c(c1)CCO2)Nc1cccc(C(F)(F)F)c1	0.3%	2%	7%	x	-6%
Cc1ccc(NC2=C(Cl)C(=O)OC2OC(=O)c2ccco2)cc1C (configuration not stated)	1.3%	66%	48%	-8%	17%
O=C(O)CSc1c2c(nc3cc(C(=O)Nc4ccc(F)c(Cl)c4)ccc13)CCCC2	2.6%	24%	-6%	5%	1%
Cn1c(C(C)(O)C(O)c2ccccc2)nc2ccccc21 (configuration not stated)	x	-21%	5%	x	-2%
CC1(C)CCC[C@]2(C)C(CS(=O)c3ccccc3)=C(C=O)CC[C@@H]12 (some centres not stated)	3.9%	20%	-2%	2%	-11%
Cc1cc(C(=O)CSc2nnnn2C)c(C)n1-c1ccc2c(c1)OCCO2	3.4%	38%	8%	-1%	-9%
CCOC(=O)C(C#N)C(c1cccnc1)c1c(C)[nH][nH]c1=O (configuration not stated)	0.5%	-8%	7%	1%	3%
CCOC(=O)N1CCN(c2c(-c3ccc(C)c(C)c3)c(=O)c2=O)CC1	6.8%	1%	-11%	10%	4%
CC(C)C(NC(=O)c1ccc([N+](=O)[O-])cc1Cl)C(=O)N1CCCC1 (configuration not stated)	0.6%	-5%	-2%	3%	-1%
CCN(CC(=O)Nc1ccc(OC)cc1)C(=O)c1cc(-c2cccs2)nn1-c1ccccc1	9.4%	9%	12%	-3%	7%
O=c1c2ccccc2nnn1CSc1ccc2ccccc2n1	3.1%	4%	-2%	-4%	-2%
CC(=O)Nc1cc(F)c2c(c1F)Cc1cc(F)ccc1-2	2.3%	x	x	4%	x
Remaining list, next part.
SMILES	VEEV TC-83 Vero	tuberculosis growth	M. tuberculosis HTS	influenza NS1A	PhoP GFP inhibition	others
C=CCC(COCc1ccccc1)NS(=O)(=O)c1ccccc1Br (configuration not stated)	0.8%	3%	6%	-13%	7%
COc1ccc2nc(SCC(=O)N(C)C3CCCCC3)c(C#N)cc2c1	4.9%	54%	26%	17%	-4%
CCc1cc(=O)oc2c(C)c(O)c(CN3CCCCC3)cc12	2.6%	1%	6%	-1%	-11%
CCCC(=O)Nc1cc(OCC)c(NC(=O)NC2CCCCC2)cc1OCC	0.8%	3%	8%	-1%	-5%
COc1cc(-c2nc3ccccc3s2)ccc1O	2.1%	18%	4%	5%	9%
COc1cc(C(=O)C(=O)c2cc(OC)c(O)c(OC)c2)cc(OC)c1O	i	-13%	-1%	-5%	-1%
CN(C)N1C(N)=C(C#N)C(c2cccc(Cl)c2)C2=C1CCCC2=O (configuration not stated)	1.0%	0%	-5%	-21%	-10%
COC(CNC(=O)CCc1c(C)nc2c(c(C)nn2-c2ccc(C)cc2)c1C)OC	i	-12%	11%	-2%	10%
CCOC(=O)C(C)Oc1nc(Oc2ccccc2)nc(N(C)C)n1 (configuration not stated)	1.7%	65%	6%	-5%	-11%
